# TDP1 inh: blocks human tyrosyl-DNA phosphodiesterase 1; Q9NUW8; recombinant TDP1, AlphaScreen DNA substrate cleavage; Potency, µM (highest dose often 130 µM), for inactives: at the top dose activity change, negative = inhibition, hits mostly inhibitors; 350,000 compounds, 0.28% hits; AID 485290; also: nearly all actives have a fitted effect of over 40% in size
# Target sequence (Q9NUW8 whole entry, looked up): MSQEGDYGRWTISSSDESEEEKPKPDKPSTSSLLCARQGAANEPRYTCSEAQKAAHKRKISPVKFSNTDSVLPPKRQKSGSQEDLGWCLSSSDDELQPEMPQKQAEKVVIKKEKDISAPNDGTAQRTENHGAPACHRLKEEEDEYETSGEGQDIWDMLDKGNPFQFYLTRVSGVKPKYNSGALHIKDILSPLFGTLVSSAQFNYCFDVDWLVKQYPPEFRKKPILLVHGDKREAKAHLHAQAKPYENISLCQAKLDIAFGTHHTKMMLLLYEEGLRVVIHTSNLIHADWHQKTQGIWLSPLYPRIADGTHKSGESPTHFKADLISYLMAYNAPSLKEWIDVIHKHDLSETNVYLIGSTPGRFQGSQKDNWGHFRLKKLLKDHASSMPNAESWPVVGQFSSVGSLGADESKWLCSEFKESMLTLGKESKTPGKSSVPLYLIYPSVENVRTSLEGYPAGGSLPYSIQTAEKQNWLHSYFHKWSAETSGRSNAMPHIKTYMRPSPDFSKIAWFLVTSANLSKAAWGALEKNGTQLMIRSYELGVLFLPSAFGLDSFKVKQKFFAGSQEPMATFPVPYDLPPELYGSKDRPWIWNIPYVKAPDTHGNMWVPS
#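 Here, a 5' biotin and 3' phosphotyrosine-FITC DNA oligonucleotide reports Tdp1 activity: intact substrate bridges AlphaScreen beads, while cleavage leaves a 3' phosphate and drops signal. All incubations at room temperature.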
# DT40 TDP1 no CPT: qHTS for Inhibitors of human tyrosyl-DNA phosphodiesterase 1 (TDP1): qHTS in cells in absence of CPT; DT40 Tdp1-/- hTDP1 cells, no CPT, ATP luminescence, 48 h; Potency, µM (top dose mostly 46.2 µM), for inactives: at the top dose activity change, negative = growth inhibition, most hits filed as inhibitors; 420,000 compounds, 15% hits; also: nearly all actives have a fitted effect of over 55% in size
#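 Growth of hTDP1-complemented DT40 Tdp1-knockout cells is measured by ATP luminescence after at least 48 hr compound exposure at 37 °C, with DMSO substituting for the 20 nM CPT used in the parallel screen.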
# N370S GC mod: N370S glucocerebrosidase modulation, Gaucher chaperone candidate. P04062. N370S GC spleen homogenate, 4MU-glucoside fluorescence. Potency, µM (series often up to 59.4 µM), inactives show at the highest dose activity change, negative = inhibition, usual class: inhibitors. 330,000 compounds, 0.092% hits;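 also: 0% = full enzyme activity and -100% = no enzyme basal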
# * = called active by the depositor; ? = inconclusive; . = not tested or not shown; [ ] = remark or other dose. Calls follow the shape of the dose curve; as a rule, active = well fitted curve in the direction sought with a large enough effect; inconclusive = small, poorly fitted or top-dose-only effect, or another doubt; inactive = no such curve, though single readings can be large; an effect the other way counts as inactive or inconclusive. Unless noted, % is scaled to controls: 0 for no effect and ±100 for the full control effect; potency is read from the fitted curve at half-maximal effect.
# The first 16 entries, ahead of the listing:
SMILES,TDP1 inh,DT40 TDP1 no CPT,N370S GC mod
COC(=O)C1C(c2ccccc2)C(C(=O)N2CCN(C)CC2)C1c1ccccc1 (stereo not given),7%,-16%,1%
O=C(OCc1ccc(COC(=O)c2ccccn2)cc1)c1ccccn1,5%,-18%,20%
CCn1c(SCC(=O)Nc2cc(C)nn2-c2ccccc2)nnc1-c1cccs1,.,-4%,1%
COc1ccc(-c2noc(COc3ccccc3OC)n2)cc1OC,-1%,?,-19%
CC1=C(C(=O)Nc2ccccc2C)C(c2cccs2)n2nc(SCc3cc(C)ccc3C)nc2N1 (stereo not given),0%,5.8µM*,.
COc1ccccc1Nc1nnc(SC(C)C(=O)NC2CC2)s1 (stereo not given),-4%,7%,.
O=C(Cc1csc(NC(=O)Nc2ccc(Cl)cc2)n1)NCc1cccnc1,0%,?,-4%
Cn1cc(C(=O)c2ccccc2C(=O)O)cc1C(=O)C(Cl)(Cl)Cl,.,-19%,?
O=C(N/N=C/c1ccccc1F)c1cccc2ccccc12,.,?,5%
CCN1CCN(CCNC(=O)c2ccc(CS(=O)(=O)c3c(Cl)cccc3Cl)o2)CC1,1%,0%,16%
COc1ccc(-c2cn3nc(SCC(=O)NC4CCCCC4)ccc3n2)cc1,0%,-26%,7%
O=C(c1ccc(CN2CCc3ccccc3C2)cc1)N1CCN(c2ccccc2)CC1,0%,?,10%
COc1ccc(CNC(=O)C(c2ccco2)N(Cc2cccs2)C(=O)Cc2cccs2)cc1 (stereo not given),-1%,?,30%
OCCC1CN(Cc2nc3ccc(F)cc3[nH]2)CCN1C1CCCC1 (stereo not given),.,21%,-2%
Cc1ccc(S(=O)(=O)N2CCc3cc(C(=O)Nc4ccc(Cl)cc4C)ccc32)cc1,-2%,-3%,.
C=CCN1C(=O)C2C(C(=O)NC)C3(C)C=CC2(O3)C1C(=O)NCc1ccc(OC)cc1 (stereo not given),0%,0%,8%

# Main list, repeating the preview:
SMILES,TDP1 inh,DT40 TDP1 no CPT,N370S GC mod
COC(=O)C1C(c2ccccc2)C(C(=O)N2CCN(C)CC2)C1c1ccccc1 (stereo not given),7%,-16%,1%
O=C(OCc1ccc(COC(=O)c2ccccn2)cc1)c1ccccn1,5%,-18%,20%
CCn1c(SCC(=O)Nc2cc(C)nn2-c2ccccc2)nnc1-c1cccs1,.,-4%,1%
COc1ccc(-c2noc(COc3ccccc3OC)n2)cc1OC,-1%,?,-19%
CC1=C(C(=O)Nc2ccccc2C)C(c2cccs2)n2nc(SCc3cc(C)ccc3C)nc2N1 (stereo not given),0%,5.8µM*,.
COc1ccccc1Nc1nnc(SC(C)C(=O)NC2CC2)s1 (stereo not given),-4%,7%,.
O=C(Cc1csc(NC(=O)Nc2ccc(Cl)cc2)n1)NCc1cccnc1,0%,?,-4%
Cn1cc(C(=O)c2ccccc2C(=O)O)cc1C(=O)C(Cl)(Cl)Cl,.,-19%,?
O=C(N/N=C/c1ccccc1F)c1cccc2ccccc12,.,?,5%
CCN1CCN(CCNC(=O)c2ccc(CS(=O)(=O)c3c(Cl)cccc3Cl)o2)CC1,1%,0%,16%
COc1ccc(-c2cn3nc(SCC(=O)NC4CCCCC4)ccc3n2)cc1,0%,-26%,7%
O=C(c1ccc(CN2CCc3ccccc3C2)cc1)N1CCN(c2ccccc2)CC1,0%,?,10%
COc1ccc(CNC(=O)C(c2ccco2)N(Cc2cccs2)C(=O)Cc2cccs2)cc1 (stereo not given),-1%,?,30%
OCCC1CN(Cc2nc3ccc(F)cc3[nH]2)CCN1C1CCCC1 (stereo not given),.,21%,-2%
Cc1ccc(S(=O)(=O)N2CCc3cc(C(=O)Nc4ccc(Cl)cc4C)ccc32)cc1,-2%,-3%,.
C=CCN1C(=O)C2C(C(=O)NC)C3(C)C=CC2(O3)C1C(=O)NCc1ccc(OC)cc1 (stereo not given),0%,0%,8%
O=C(NNC(=O)C1COc2ccccc2O1)c1ccccc1 (stereo not given),3%,-12%,2%
OCc1nc2ccccc2n1CCCOc1ccccc1,3%,-4%,-22%
O=C(O)C1CCC(CN(Cc2cccc(Br)c2)C(=S)Nc2ccccc2F)CC1 (stereo not given),-5%,-12%,-9%
O=C(/C=C/c1cccs1)c1cc(Br)ccc1OC(=O)N1CCOCC1,8%,?,22%
Cc1cc(C(=O)NNC(=O)[C@H](C)NC(=O)c2ccc(Br)cc2)c(C)o1,0%,2%,.
Cc1ccc([N+](=O)[O-])cc1S(=O)(=O)Nc1ccc(O)c(Sc2ncn[nH]2)c1,0%,13%,-2%
CC(=O)Oc1ccc(/C=C(\NC(=O)c2ccco2)C(=O)NCc2ccccc2)cc1,.,-12%,-6%
Cc1ccc(S(=O)(=O)N(C)CC(=O)N2CCCCCCC2)cc1,0%,-23%,-3%
O=c1c(N=Nc2ccc(O)cc2)c(-c2ccccc2)[nH]n1-c1ccc([N+](=O)[O-])cc1,0%,16µM*,?
COc1cc2c(cc1OC)/C(=C/c1ccc(Cl)cc1)C(=O)OC2,9%,?,-2%
CC1Cc2ccccc2N1C(=S)NC(=O)c1cccc(Br)c1 (stereo not given),9%,15µM*,18%
O=C(c1ccc(Br)cc1)N(Cc1ccco1)C1CCS(=O)(=O)C1 (stereo not given),2%,22%,-4%
COc1ccc(CNC(=O)CSc2nnc(-c3ccc(NC(C)=O)cc3)n2C)cc1,-3%,-10%,-5%
COC(=O)c1cccc(CN2C(=O)SC(Nc3ccc(Cl)cc3)C2=O)c1 (stereo not given),-3%,-18%,.
Cc1cc2n(n1)CCC(=O)N2Cc1ccc(C(=O)Nc2cc(Cl)ccc2C)cc1,6%,21µM*,.
CC1CCN(C(=O)CSc2n[nH]c(-c3ccc(F)cc3)n2)CC1,3%,?,.
COc1ccc(-c2noc(C(C)NS(=O)(=O)c3ccc(NC(C)=O)cc3)n2)cc1 (stereo not given),8%,?,0%
CC1(C(=O)NC2CCCCC2)Cc2ccccc2C(=O)N1Cc1ccccc1Cl (stereo not given),0%,?,.
COc1ccc(-c2cc(C(F)(F)F)n3nc(C(=O)OC(C)C)cc3n2)cc1,-6%,16µM*,.
CN(C)S(=O)(=O)N(CC(=O)NCCSCc1ccc(Cl)cc1)c1ccccc1,.,-26%,-7%
CC12CCC=CC1C(c1cccc(Br)c1)N(Cc1ccccc1)C2=O (stereo not given),1%,.,4%
CC(=O)N1CCc2cc(S(=O)(=O)CCC(=O)N3CCN(C(=O)c4ccco4)CC3)ccc21,2%[56.1 µM],-25%,3%
CCOc1ccc(Nc2nc3cc(S(=O)(=O)CC)ccc3o2)cc1,5%,?,-7%
COc1ccc(C2NC(Cc3ccccc3)(C(=O)O)C3C(=O)N(c4ccccc4OC)C(=O)C23)cc1 (stereo not given),2%,3%,18%
CN1CCN(C(=O)CCCN2C(=O)/C(=C/c3ccccc3)SC2=S)CC1,0%,16µM*,-15%
COc1ccc(-c2csc(NC(=O)C3CCCO3)n2)cc1 (stereo not given),2%,21µM*,0%
COc1ccc2[nH]c(=O)c(CN(Cc3ccc(C)cc3)Cc3nnnn3CC3CCCO3)cc2c1 (stereo not given),5%,?,28%
COc1ccc(/C=C/C(=O)OCc2csc(-c3ccccc3)n2)cc1OC,-5%,-22%,11%
c1coc(C2Nc3ccccc3C3OCCC23)c1 (stereo not given),5%,-5%,4%
Cc1ccc(C(C)NC(=O)c2cc(C)oc2C)cc1 (stereo not given),-2%,?,4%
Cc1ccc(CNC(=O)c2cccc(S(C)(=O)=O)c2)cc1,0%,-25%,1%
CN1C(=S)SC(N2OC3C(=O)N(c4ccccc4)C(=O)C3C2c2ccc(Cl)cc2)C1(C)C (stereo not given),4%,5%,-4%
CN(CC(O)COc1c(F)cc(Br)cc1F)C1CCCCC1 (stereo not given),-2%,?,-1%
COc1ccccc1CNC(=O)COC(=O)c1ccc(NC(N)=O)cc1,1%,-24%,-11%
COc1ccc(NC2=NCCC(=O)N2Cc2cccs2)cc1,-1%,3%,4%
CC(=C/c1ccccc1)/C=N/NC(=O)c1nnn(-c2nonc2N)c1CN1CCC(C)CC1,3%,18µM*,3%
CCOC(=O)C1=C(COC(=O)/C=C/c2ccc(OCC)c(OC)c2)NC(=O)NC1C (stereo not given),-1%,?,-16%
Cc1ccc(S(=O)(=O)NCCC(=O)NNc2c(F)c(F)cc(F)c2F)cc1,0%,?,.
COc1ccc(CNc2cc([N+](=O)[O-])ccc2OC)cc1,-5%,-17%,.
O=C(CS(=O)(=O)c1c[nH]c2ccccc12)N1CCCCCC1,2%,-13%,7%
O=C(OCC(=O)c1ccc(Cl)s1)c1ccc2ccccc2n1,3%,-10%,9%
O=C(OCCc1cc2ccccc2c(=O)o1)c1ccccc1C(F)(F)F,?,?,.
O=C(NCCc1ccccc1)c1ccc2[nH]c(=O)c(=O)[nH]c2c1,2%,2%,-21%
CC(=O)Nc1ccc(S(=O)(=O)N(C)c2ccc(O)cc2)cc1,5%,-26%,16%

# Further records
SMILES,TDP1 inh,DT40 TDP1 no CPT,N370S GC mod
COC(=O)CSc1nc2cc(Cl)ccc2c(=O)n1C1CCCC1,-11%,-29%,18%
CC1CC(C)CN(C(=O)c2cc(-c3ccncc3)nc3ccccc23)C1 (stereo not given),.,?,-12%
Cn1nc(-c2ccc(N3CCOCC3)c(NS(=O)(=O)c3ccccc3)c2)c2ccccc2c1=O,5%,-18%,5%
C/C(=N\NC(=O)c1nn(C)cc1Br)c1cccc(NC(=O)C(C)(C)C)c1,0%,-3%,3%
Cc1cc(C)nc(SCC(CSc2nc(C)cc(C)n2)C(=O)O)n1,-2%,-7%,-3%
CCC(=O)C1CCCN(C(=O)c2ccc(OC3CCN(C(=O)CCOC)CC3)cc2)C1 (stereo not given),4%,-9%,-4%
Cc1ccc(C)c(N2CCN(c3ccc4cc(S(=O)(=O)N5CCCCC5)ccc4n3)CC2)c1,-4%,?,-19%
CCOc1ccc(CN(C(=O)c2oc3ccccc3c2C)C2CCS(=O)(=O)C2)cc1 (stereo not given),3%,-21%,1%
O=C1CCCCN1CC(=O)N1CCCC(Nc2ccc(F)cc2)C1 (stereo not given),2%,14%,-26%
Cc1ccccc1C(=O)NNC(=O)Cc1cccc2ccccc12,3%,7%,5%
CCOC(=O)c1c(/N=C/c2cc(OC)cc([N+](=O)[O-])c2O)sc(C)c1C,8%,2%,7%
CC(C)(C)NC(=O)Cn1nnc(-c2ccccc2NC(=O)c2cnccn2)n1,0%,-14%,7%
COc1ccc(C)cc1Nc1nc(-c2c[nH]c3ccccc23)cs1,8%,-26%,-3%
Cc1occc1C(=O)NC1CCCN(Cc2ccc(Cl)cc2)C1 (stereo not given),4%,?,6%
OC[C@@H](O)[C@H](O)C(/C=N/Nc1ccccc1)=N\Nc1ccccc1,.,?,-1%
Cn1nc(C(F)(F)F)cc1-c1ccc(S(N)(=O)=O)s1,5%,-12%,3%
COc1ccc(S(=O)(=O)c2cn(Cc3ccccc3)c3cc(F)c(F)cc3c2=O)cc1,4%,?,.
CCOC(=O)C1CCN(C(=O)CN(C)S(=O)(=O)c2cc(C)ccc2OC)CC1,8%,-6%,5%
CC(=O)O[C@]1(C)CC[C@]23CC1C(C)(C)C2CC[C@@H]3C (stereo not given in full),-5%[56.1 µM],15%,6%
CCc1ccc(CN(Cc2cn[nH]c2-c2ccc(OC)cc2)C(=O)Nc2ccc(Br)cc2)cc1,0%,18µM*,.
COc1ccc(CCNC(=O)CSc2nc(-c3ccc(F)cc3)cc(C(F)(F)F)n2)cc1OC,-4%,?,.
COc1cc(C(=O)Nc2nnc(CC(C)(C)C)s2)c([N+](=O)[O-])cc1OC,3%,?,-19%
Cc1ccc(CN2C(=O)CCC2C(=O)NCCc2ccccc2)cc1 (stereo not given),.,5%,-8%
CCN(c1ccc(OC)cc1)S(=O)(=O)c1nnc(NC(=O)c2ccc(C)cc2)s1,5%,?,-23%
COc1ccc(C(=O)OCc2cc(=O)n3nc(C4CC4)sc3n2)cc1OC,7%,-15%,.
O=C(Nc1cccc(C(F)(F)F)c1)C1CCN(S(=O)(=O)c2cccc3nsnc23)CC1,9%,23µM*,.
Nc1ncnc2c1nc(N1CCCCC1)n2[C@@H]1O[C@H](CO)[C@@H](O)[C@H]1O,5%,5%,.
CC(C)Cn1c(N)c(C(=O)COC(=O)c2c(O)c(Cl)cc(Cl)c2Cl)c(=O)n(C)c1=O,-1%,18%,.

# Screening results deposited in PubChem by National Center for Advancing Translational Sciences (NCATS).

# These rows are one share of the data (hit frequency here may not be typical).
